MEP2 TOR yeast = modulators of TOR pathway MEP2-GFP in S. cerevisiae; GFP response vs DMSO, % at 10 µM; AID 2016; S. cerevisiae MEP2-GFP strain, flow cytometry GFP, 3 h; 100% = DMSO control level; 330,000 compounds, 0.51% hits;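 active means GFP response versus DMSO above a set limit, roughly screen mean plus 3 SD, cut at about 180% in these data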;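 further: median GFP fluorescence of the barcode-gated MEP2-GFP cells per well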
RPL19A-GFP yeast = modulators of TOR pathway RPL19A-GFP in S. cerevisiae | S. cerevisiae RPL19A-GFP strain, flow cytometry, 3 h; stronger effect = lower value | percent response vs DMSO, % at 10 µM | 330,000 compounds, 0.3% hits;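 active means percent response vs DMSO below 50%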;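 further: median channel GFP fluorescence of the barcoded RPL19A-GFP strain; ratio of sample median GFP to plate DMSO average so 100% = DMSO; lower means less RPL19A-GFP as with rapamycin TOR inhibition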
Efflux pump mplx = blocks antifungal efflux pumps in multiplex yeast assay | S. cerevisiae Candida pump triplex, Nile Red efflux | inhibition, % at 10 µM | 330,000 compounds, 0.44% hits | AID 485275;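 active means plate passing quality check with inhibition over a set limit, or well fluorescence over plate mean plus 4 SD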;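 further: Nile Red retained in pooled yeast measured as flow cytometry median fluorescence; 0% = buffer negative control and 100% = Enniatin B positive control; higher means more Nile Red kept so more efflux inhibition; some compounds called inactive have numbers as strong as hits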
CIT2 TOR yeast = alters CIT2-GFP fluorescence in TOR pathway yeast screen. AID 2029. S. cerevisiae CIT2-GFP strain, flow cytometry, 3 h; 100 means same as DMSO wells. 320,000 compounds, 0.065% hits. GFP response vs DMSO, % at 10 µM;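 active means GFP response relative to DMSO above a set limit, near the screen mean plus 3 SD, cut at about 150% in these data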;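 further: ratio of well median GFP fluorescence to mean of DMSO wells on the plate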
AHR act = activates the human aryl hydrocarbon receptor | AID 2796 | AHR-responsive luciferase reporter cells, luminescence | P35869 | 320,000 compounds, 2.5% hits | activation, % at 5 µM; in the data active means activation above about 47%;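 further: 0% = vehicle wells and 100% = reference agonist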
Target sequence (P35869 whole entry, looked up): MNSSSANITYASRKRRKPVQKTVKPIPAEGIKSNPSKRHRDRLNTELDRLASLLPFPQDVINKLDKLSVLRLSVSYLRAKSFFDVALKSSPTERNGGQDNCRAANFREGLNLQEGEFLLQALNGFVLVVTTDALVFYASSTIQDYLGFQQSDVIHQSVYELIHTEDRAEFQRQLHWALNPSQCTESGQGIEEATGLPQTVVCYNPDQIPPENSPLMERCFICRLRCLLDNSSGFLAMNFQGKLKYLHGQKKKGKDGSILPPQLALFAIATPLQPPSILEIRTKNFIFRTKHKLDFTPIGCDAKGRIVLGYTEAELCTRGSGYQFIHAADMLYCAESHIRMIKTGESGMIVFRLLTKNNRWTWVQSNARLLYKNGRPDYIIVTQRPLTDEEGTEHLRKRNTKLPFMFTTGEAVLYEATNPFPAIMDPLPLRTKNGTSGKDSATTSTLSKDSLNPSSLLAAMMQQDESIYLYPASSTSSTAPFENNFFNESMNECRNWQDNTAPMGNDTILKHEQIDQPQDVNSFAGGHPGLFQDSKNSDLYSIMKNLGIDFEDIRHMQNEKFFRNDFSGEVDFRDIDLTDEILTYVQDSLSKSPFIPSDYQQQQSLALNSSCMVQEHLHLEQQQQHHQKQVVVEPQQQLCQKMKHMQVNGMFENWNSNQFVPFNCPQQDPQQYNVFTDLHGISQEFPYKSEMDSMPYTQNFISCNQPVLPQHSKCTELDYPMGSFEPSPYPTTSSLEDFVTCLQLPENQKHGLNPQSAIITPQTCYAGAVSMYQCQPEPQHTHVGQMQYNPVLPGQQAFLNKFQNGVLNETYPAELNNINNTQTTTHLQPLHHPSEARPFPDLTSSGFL
AGP1-GFP MLPCN = modulators of TOR pathway AGP1-GFP in S. cerevisiae | S. cerevisiae AGP1-GFP multiplex flow cytometry, 3 h; GFP as percent of DMSO wells | GFP response vs DMSO, % at 10 µM | 320,000 compounds, 0.02% hits | AID 2066;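 active means GFP response relative to DMSO above a set limit, near screen average plus 3 SD, cut at about 150% in these data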;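 further: median GFP channel fluorescence of the gated AGP1 strain per well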
LAP4-GFP MLPCN = modulators of TOR pathway LAP4-GFP in S. cerevisiae | GFP response vs DMSO, % at 10 µM | AID 2023 | S. cerevisiae LAP4-GFP multiplex, flow cytometry GFP, 3 h; median GFP as percent of DMSO wells | 320,000 compounds, 0.34% hits;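 active means GFP response vs DMSO above a set limit, about the screen mean plus 3 SD, cut at about 150% in these data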
CR mimetic SO = lowers age-related superoxide in aged yeast cells. superoxide response (% of plate mean), % at 10 µM. 330,000 compounds, 0.18% hits. AID 2690. S. cerevisiae aged cells, superoxide DHE fluorescence; stronger effect = lower value;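 active means superoxide response under a set limit, about three screen SD below normal, cut at about 65% in these data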;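 further: yeast aged for seven days with compound at 30 °C before DHE staining; 100% = average MFI of all compound-treated wells on the plate with controls excluded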
Numbers without * were called inactive; / = not tested or not shown.

Each structure is followed by: MEP2 TOR yeast | RPL19A-GFP yeast | Efflux pump mplx | CIT2 TOR yeast | AHR act | AGP1-GFP MLPCN | LAP4-GFP MLPCN | CR mimetic SO
- Cc1ccc(C)c(S(=O)(=O)N2CCCC2CNC(=O)C(=O)NC2CCCC2)c1 (stereo not drawn)
    102 | 103 | 0.0 | 106 | 1 | 105 | 107 | 100
- Cn1cc(S(=O)(=O)N2CCCC(C(=O)O)C2)cn1 (stereo not drawn)
    95 | 91 | -0.1 | 111 | 2 | 89 | 99 | 99
- CSC1=NCCN1C(=O)c1ccc2ccccc2c1
    107 | 85 | 0.0 | 97 | 1 | 88 | 100 | 112
- O=C(COc1ccc(Cl)cc1)Nc1ccc2c(c1)OCO2
    97 | 101 | 0.2 | 97 | 16 | 96 | 103 | 92
- Cc1ccc2cc(CCNC(=O)c3ccc(S(=O)(=O)N4CCOCC4)cc3)c(=O)[nH]c2c1
    94 | 91 | -0.1 | 101 | 2 | 102 | 92 | 92
- Cc1cc(Cl)ccc1NC(=O)CSc1nnc(-c2ccncc2)n1Cc1ccco1
    95 | 93 | 0.3 | 93 | 2 | 95 | 87 | 110
- Cc1ccc(F)cc1NC(=O)COC(=O)COc1ccc(C#N)cc1
    98 | 99 | 0.1 | 94 | 0 | 108 | 95 | 98
- Cc1ccc(-c2nnn3c2nc(NCCc2ccc(S(N)(=O)=O)cc2)c2ccccc23)cc1
    121 | 95 | -0.3 | 88 | 37 | 89 | 97 | 98
- Cc1ccc(NC2CCCN(C(=O)C3CCCCC3)C2)cc1C (stereo not drawn)
    103 | 106 | 0.1 | 96 | 60* | 91 | 91 | 96
- COc1ccc(-c2nc(NC(=O)C3CC(=O)N(c4ccc5c(c4)OCCO5)C3)sc2C)cc1 (stereo not drawn)
    100 | 105 | 0.2 | 102 | 39 | 101 | 90 | 98
- CN=c1scc(-c2cccs2)n1/N=C/c1ccccc1O
    105 | 96 | 0.3 | 93 | 38 | 90 | 97 | 101
- CC(C)CN(C(=O)CSc1nc2ccccc2[nH]1)C1CCS(=O)(=O)C1 (stereo not drawn)
    107 | 111 | 0.0 | 111 | 2 | 109 | 108 | 87
- COc1ccc(NC(=O)c2ccccc2NC(=O)CSc2ccc(Cl)cc2)cc1
    101 | 100 | -0.2 | 102 | 1 | 100 | 106 | 89
- O=C(Nc1ccc(S(=O)(=O)N2CCOCC2)cc1)C1CC(=O)N(c2ccc(F)cc2)C1 (stereo not drawn)
    90 | 97 | -0.1 | 100 | -1 | 94 | 94 | 104
- COc1ccccc1N(CC(=O)N/N=C/c1ccccc1C(=O)O)S(C)(=O)=O
    108 | 99 | 0.0 | 111 | 4 | 106 | 100 | 67

In the list so far, these contain fluorine:
Each structure is followed by: MEP2 TOR yeast | RPL19A-GFP yeast | Efflux pump mplx | CIT2 TOR yeast | AHR act | AGP1-GFP MLPCN | LAP4-GFP MLPCN | CR mimetic SO
- Cc1ccc(F)cc1NC(=O)COC(=O)COc1ccc(C#N)cc1
    98 | 99 | 0.1 | 94 | 0 | 108 | 95 | 98
- O=C(Nc1ccc(S(=O)(=O)N2CCOCC2)cc1)C1CC(=O)N(c2ccc(F)cc2)C1 (stereo not drawn)
    90 | 97 | -0.1 | 100 | -1 | 94 | 94 | 104

Next compounds:
Each structure is followed by: MEP2 TOR yeast | RPL19A-GFP yeast | Efflux pump mplx | CIT2 TOR yeast | AHR act | AGP1-GFP MLPCN | LAP4-GFP MLPCN | CR mimetic SO
- Fc1ccc(F)c(C2=NNC(=NCC3CCCO3)SC2)c1 (stereo not drawn)
    97 | 97 | 0.1 | 100 | 13 | 95 | 105 | 88
- COc1cc(SC)ccc1C(=O)Nc1cccc(S(=O)(=O)NC2=NCCC2)c1
    107 | 99 | -0.1 | 95 | -2 | 99 | 99 | 92
- C=CCn1cc(/C=C2\SC(N3CCOCC3)=NC2=O)c2ccccc21
    102 | 102 | -0.1 | 95 | 71* | 92 | 111 | 104
- O=C(O)CCCNC(=O)/C(=C\c1ccccc1F)NC(=O)c1ccccc1
    94 | 93 | -0.3 | 91 | -1 | 97 | 92 | 102
- COc1ccc(-c2sc3cc4c(cc3c2C#CC2(N)CCCCC2)OCO4)cc1
    99 | 90 | 0.5 | 88 | 66* | 91 | 126 | 110
- Cc1cc(N2CCC(C)CC2)nc(SCC(=O)c2ccccc2)n1
    92 | 98 | 0.0 | 93 | -5 | 96 | 101 | 91
- Cc1cc2cc(CN(CC3CCCO3)C(=S)Nc3ccccc3)c(=O)[nH]c2cc1C (stereo not drawn)
    101 | 95 | -0.2 | 96 | 10 | 97 | 104 | 93
- CN(CC(=O)Nc1cccc(F)c1)C(=O)c1csc2c1CCCC2
    102 | 91 | 0.0 | 91 | 0 | 95 | 108 | 109
- COC(=O)COc1nc(C)c(Br)c(OC)n1
    109 | 104 | 0.0 | 110 | -1 | 105 | 102 | 95
- Cc1cc(C)cc(N(CCC#N)C(=O)CSc2nc3ccccc3c(=O)[nH]2)c1
    99 | 96 | 0.0 | 109 | 1 | 94 | 94 | 118
- Cc1sc(NC(=O)CSc2nnnn2C(C)C)c(C#N)c1C
    101 | 95 | 0.1 | 95 | 8 | 100 | 103 | 98
- Cc1cccc(N/C=C/C(=O)c2cccs2)c1C
    101 | 106 | -0.1 | 110 | 59* | 103 | 99 | 106
- O=C(Nc1cccc2c1CCCC2)c1cccc(F)c1
    96 | 96 | 0.3 | 92 | 7 | 87 | 91 | 102
- CN(C)Cc1c(C(=O)N/N=C/c2ccc(OCc3ccc(F)cc3)cc2)nnn1-c1nonc1N
    102 | 96 | 0.1 | 105 | 2 | 96 | 103 | 114
- CCOc1cc(N2CCOCC2)c(OCC)cc1NC(=O)CSc1ncn[nH]1
    95 | 102 | -0.1 | 102 | -1 | 97 | 94 | 89

Entries listed so far with four or more nitrogen atoms (6):
Each structure is followed by: MEP2 TOR yeast | RPL19A-GFP yeast | Efflux pump mplx | CIT2 TOR yeast | AHR act | AGP1-GFP MLPCN | LAP4-GFP MLPCN | CR mimetic SO
- Cc1cc(Cl)ccc1NC(=O)CSc1nnc(-c2ccncc2)n1Cc1ccco1
    95 | 93 | 0.3 | 93 | 2 | 95 | 87 | 110
- Cc1ccc(-c2nnn3c2nc(NCCc2ccc(S(N)(=O)=O)cc2)c2ccccc23)cc1
    121 | 95 | -0.3 | 88 | 37 | 89 | 97 | 98
- Cc1cc(C)cc(N(CCC#N)C(=O)CSc2nc3ccccc3c(=O)[nH]2)c1
    99 | 96 | 0.0 | 109 | 1 | 94 | 94 | 118
- Cc1sc(NC(=O)CSc2nnnn2C(C)C)c(C#N)c1C
    101 | 95 | 0.1 | 95 | 8 | 100 | 103 | 98
- CN(C)Cc1c(C(=O)N/N=C/c2ccc(OCc3ccc(F)cc3)cc2)nnn1-c1nonc1N
    102 | 96 | 0.1 | 105 | 2 | 96 | 103 | 114
- CCOc1cc(N2CCOCC2)c(OCC)cc1NC(=O)CSc1ncn[nH]1
    95 | 102 | -0.1 | 102 | -1 | 97 | 94 | 89

More results follow:
Each structure is followed by: MEP2 TOR yeast | RPL19A-GFP yeast | Efflux pump mplx | CIT2 TOR yeast | AHR act | AGP1-GFP MLPCN | LAP4-GFP MLPCN | CR mimetic SO
- COc1ccc(NC(=O)c2cc3c(CO)cnc(C)c3oc2=Nc2cc(OC)cc(OC)c2)cc1
    113 | 106 | 0.4 | 104 | 7 | 98 | 99 | 78
- CCOC(=O)/C=C1/N(C)c2ccccc2C1(C)C
    106 | 100 | 0.0 | 89 | -1 | 98 | 109 | 101
- Clc1ccc2c(c1)C(N1CCNCC1)=Nc1ccccc1O2
    96 | 105 | 0.1 | 102 | 6 | 96 | 109 | 111
- Cc1cc(=O)n2nc(N3CCC(C(=O)Nc4c(F)c(F)c(F)c(F)c4F)CC3)sc2n1
    93 | 94 | 0.1 | 94 | 1 | 100 | 95 | 105
- O=C(Nc1ccc(N2CCOCC2)cc1)C1(c2ccc(Cl)cc2)CCC1
    98 | 98 | 0.1 | 98 | 0 | 104 | 105 | 96
- COc1ccccc1C(=O)Nc1c(C(=O)N(CCN(C)C)Cc2ccco2)oc2ccccc12
    117 | 107 | 0.6 | 109 | -1 | 108 | 104 | 83
- COCc1c(C(=O)N/N=C/C2CC=CCC2)nnn1-c1nonc1N (stereo not drawn)
    90 | 93 | 0.0 | 91 | -2 | 102 | 111 | 89
- CC1=Nn2c(nnc2-c2ccccc2Cl)SC1
    105 | 100 | 0.0 | 101 | 2 | 103 | 99 | 75
- C=CCNc1nc(S(=O)Cc2ccc(C)cc2)nc2c1CCCC2 (stereo not drawn)
    102 | 98 | -0.1 | 104 | 26 | 106 | 98 | 87
- COCCNC(=O)COc1ccc(C)cc1C
    95 | 102 | 0.0 | 100 | 2 | 107 | 94 | 104
- O=C(COC(=O)c1ccccc1F)NC1CC1
    107 | 98 | 0.0 | 99 | 1 | 98 | 104 | 95
- Cn1c(=O)[nH]c(=O)c2c1nc(SCCN1CCOCC1)n2CCCc1ccccc1
    94 | 102 | 0.0 | 107 | -1 | 107 | 99 | 83
- Cc1ccc(N(CC(=O)Nc2ccc(F)c(Cl)c2)S(=O)(=O)c2c(C)noc2C)cc1
    100 | 104 | 0.0 | / | 6 | 104 | 103 | 107
- Cc1cc(Br)ccc1SCC(=O)OCC(=O)NC1CCCC1
    107 | 101 | 0.2 | 101 | 8 | 101 | 95 | 112
- O=C(NC1CCCC1)C(c1ccccn1)N(C(=O)c1csnn1)c1ccccc1F (stereo not drawn)
    107 | 103 | 0.1 | 100 | 1 | 107 | 115 | 98
- Cc1onc(-c2ccccc2Cl)c1C(=O)N(Cc1ccc(N(C)C)cc1)C(C)C
    97 | 105 | -0.1 | 104 | 17 | 111 | 109 | 86
- CCC(C)CCN1C(Nc2ccccc2)=NC[C@@H]1CC(C)C (stereo partly drawn)
    91 | 94 | 0.1 | 65 | -1 | 76 | 107 | 105
- COc1ccc(/C=C2\Sc3ccc(C(=O)N4CCc5ccccc5C4)cc3N(C)C2=O)cc1
    218* | 101 | -0.6 | 99 | 28 | 92 | 126 | 104
- O=C(COC(=O)c1ccc(Br)cc1)NCc1ccccc1
    107 | 101 | 0.0 | 96 | -1 | 90 | 101 | 98
- Cc1cc(C)c2nc(C)cc(Nc3ccc(C(=O)N4CCOCC4)cc3)c2c1
    97 | 98 | 0.0 | 103 | 15 | 101 | 105 | 81
- COc1cc(OC)cc(C(=O)N[C@H](C(=O)OCC(=O)Nc2ccc(C)cc2C)C(C)C)c1
    104 | 101 | 0.8 | 96 | 6 | 94 | 89 | 114
- CCN(c1ccccc1)S(=O)(=O)c1ccc(OC)c(NC(=O)C2CC(=O)N(Cc3ccccc3)C2)c1 (stereo not drawn)
    100 | 96 | 0.0 | 96 | 0 | 99 | 101 | 110
- COC(=O)c1cc(NC(=O)COC(=O)C2CCC2)cc(C(=O)OC)c1
    96 | 93 | 0.2 | 92 | 0 | 98 | 105 | 107
- COc1ccccc1C(=O)NCC(=O)OCC(=O)Nc1cccc(S(=O)(=O)N(C)C)c1
    100 | 102 | 0.1 | 95 | -3 | 102 | 99 | 96
- Cc1ccc(CCNC(=O)C2CCCN(C(=O)N(C)C)C2)cc1 (stereo not drawn)
    104 | 100 | -0.4 | 104 | 2 | 101 | 103 | 104
- COC(=O)CNC(=O)c1sc2ncn(CC(=O)Nc3ccc(C)c(Cl)c3)c(=O)c2c1C
    98 | 94 | -0.1 | 98 | 0 | 94 | 95 | 87

MEP2 TOR yeast, hit marks shown above.
Structure	MEP2 TOR yeast	RPL19A-GFP yeast	Efflux pump mplx	CIT2 TOR yeast	AHR act	AGP1-GFP MLPCN	LAP4-GFP MLPCN
COc1ccc(/C=C2\Sc3ccc(C(=O)N4CCc5ccccc5C4)cc3N(C)C2=O)cc1	218*	101	-0.6	99	28	92	126

Source: PubChem BioAssay (several laboratories)
